# tim23-1 inh = tim23-1 yeast growth inhibition | S. cerevisiae tim23-1 growth, BacTiter-Glo luminescence, 24 h | inhibition, % at 20 µM | 330,000 tested, 1.3% active;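 active means growth inhibition of the mutant yeast at or above 50%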;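 further: temperature-sensitive mutant grown at 25 °C; plate controls were DMSO-treated mutant yeast for no effect and medium wells lacking yeast for full effect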
# beta cell repl = inducers of beta-cell replication in MIN6 cells; MIN6 cells proliferation, ATPlite luminescence, 48 h; cells starved in 0.2% serum; 100% = growth in 10% serum; proliferation, % at 10 µM; 330,000 tested, 0.29% active;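 active means compounds whose signal lies at least 3.5 SD above the mean of all wells on their plate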;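 further: 0% = DMSO-treated cells in low-serum medium and 100% = 10% serum control; some compounds called inactive have numbers as strong as hits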
# TIM10 inh = inhibits growth of TIM10 yeast strain; S. cerevisiae TIM10 strain growth, BacTiter-Glo luminescence, 24 h; inhibition, % at 10 µM; 330,000 tested, 1.4% active;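 active means inhibition of 40% or more at the single tested concentration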;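 further: wild-type TIM10 isogenic control strain grown at permissive 25 °C; 0% = DMSO yeast wells and 100% = minimal medium wells without yeast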
# APJ ag = activates the human apelin receptor APJ. P35414. CHO-K1 APJ PathHunter beta-arrestin, luminescence; 0% DMSO wells, 100% apelin. activation, % at 20 µM. 330,000 tested, 0.11% active. AID 2520;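 active means activation more than six SD over the plate average, tested at 20 µM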;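 further: 0% = DMSO alone and 100% = apelin-13 at 10 nM; some results filed as inactive read as strong as hits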
# Target sequence (P35414 whole entry, looked up): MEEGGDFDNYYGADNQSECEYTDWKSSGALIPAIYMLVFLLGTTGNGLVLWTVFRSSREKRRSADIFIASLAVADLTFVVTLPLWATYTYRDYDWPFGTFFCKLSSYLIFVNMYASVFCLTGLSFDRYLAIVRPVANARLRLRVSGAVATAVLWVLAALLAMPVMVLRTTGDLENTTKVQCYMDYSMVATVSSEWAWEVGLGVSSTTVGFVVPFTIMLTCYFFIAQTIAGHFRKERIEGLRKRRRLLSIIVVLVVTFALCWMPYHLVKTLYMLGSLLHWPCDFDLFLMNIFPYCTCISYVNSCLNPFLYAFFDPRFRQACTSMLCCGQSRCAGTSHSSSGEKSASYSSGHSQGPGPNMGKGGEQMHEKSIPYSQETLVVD
#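 Assay system: CHO-K1 cells stably expressing ProLink-tagged human APJ and arrestin–beta-gal acceptor. Compound dosing: 20 µM single point, 1% DMSO. Times: 16-18 h seeding, 90 min dark compound exposure, 60 min detection. Detection: beta-gal luminescence. Evaluation: APJ–arrestin association signal. Controls: negative DMSO alone, positive Apelin-13 at 10 nM.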
# APJ antag = APJ receptor antagonism | P35414 | CHO-K1 APJ beta-arrestin complementation, luminescence | inhibition, % at 20 µM | 330,000 tested, 0.32% active;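 active means inhibition above about 40% at 20 µM, limit read from the data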;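 further: cells challenged with 10 nM apelin-13 agonist together with compound; plate controls were apelin-13 plus DMSO wells for no effect and DMSO wells lacking apelin-13 for full effect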
# tim10-1 inh = inhibits growth of tim10-1 mutant yeast; S. cerevisiae tim10-1 ts strain growth, BacTiter-Glo, 24 h; inhibition, % at 20 µM; 330,000 tested, 2.2% active; AID 463190;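 active means inhibition of at least 40%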;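 further: mutant grown at 25 °C; 0% = DMSO wells with yeast and 100% = wells holding no yeast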
# MPTP inh = permeability transition pore inhibition | 360,000 tested, 1.4% active | isolated mouse mitochondria, Ca2+ swelling absorbance, 30 min | AID 602449 | inhibition, % at 10 µM;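 active means inhibition of 50% or more, scaled per plate between neutral and stimulator controls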;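 further: 0% = DMSO wells given calcium and 100% = 1 mM EGTA wells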
# GRIN3A LBD mod = modulators (binders) of human NR3A ligand-binding domain | NR3A LBD differential scanning fluorimetry, Tm shift; 0% = protein alone, 100% = glycine-bound protein | AID 1259313 | Tm shift relative to glycine control, % at 25 µM | 340,000 tested, 2.5% active;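 active means melting temperature shift of at least 10% of the positive control shift, at one fixed dose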
# NLRP3 yeast inh = blocks the NALP3 inflammasome reconstituted in yeast; AID 2825; 330,000 tested, 0.39% active; Yeast reconstituted NLRP3/ASC/caspase-1, beta-gal luminescence, 24 h; inhibition, % at 10 µM;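 active means inhibition of 50% or more; inactive means inhibition below 50%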;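 further: plate controls were induced DMSO wells for no effect and uninduced yeast grown without galactose for full effect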
# Starred values were filed as active, the others as inactive; . = no result given.
SMILES,tim23-1 inh,beta cell repl,TIM10 inh,APJ ag,APJ antag,tim10-1 inh,MPTP inh,GRIN3A LBD mod,NLRP3 yeast inh
CC(NC(=O)c1cccc(S(=O)(=O)N2CCc3ccccc32)c1)c1ccco1 (stereo not given),30,0,12,-1,18,21,0.3,1,2
COC(=O)CN1C(=S)N(c2ccccc2)C(=O)C1CC(=O)Nc1ccc(Cl)cc1 (stereo not given),26,0,7,-1,10,25,-25,29*,9
CN(C)/C=C/C(=O)c1nnn(C2CCCCC2)c1NC1CCCCC1,37,-5,29,-2,1,3,0.5,2,11
CCCCCCSC1=C(C#N)C(c2ccc(C)o2)CC(=O)N1 (stereo not given),32,-3,24,-3,-10,41*,4.7,-2,20
CSc1ccccc1C(=O)NCC(c1ccco1)N(C)C (stereo not given),10,-4,-13,0,9,8,-1.7,1,3
Cc1ccc(O)c(NC(=O)c2onc(C)c2Cl)c1,19,1,11,-2,3,-39,0.3,0,23
C=CCc1c(C)nc2c(C)cccc2c1SC(=N)N,5,-4,-11,0,15,-4,2.1,-1,10
N=c1n(CCN2CCCC2)c2ccccc2n1CC(O)c1ccc(Cl)c(Cl)c1 (stereo not given),-26,-6,-5,-2,14,-9,-1.8,-2,4
CCN(CC)S(=O)(=O)c1cccc(C(=O)Nc2nncs2)c1,11,-1,-1,-1,-9,9,-3.3,-1,-5
O=C(Cc1c[nH]c2ccccc12)N/N=C/c1cccc(F)c1,20,2,27,0,-6,23,1.6,-5,-1
Cc1ccc(S(=O)(=O)N(C)C)cc1NC(=O)COc1ccc(-c2nnco2)cc1,3,3,7,-2,9,15,1.5,0,-10
CCOc1ccc(Oc2cc(N)cc([N+](=O)[O-])c2)cc1,8,-1,-2,-2,12,3,2.5,-5,20
COc1ccccc1N1CCN(C(=O)CSc2ncnc3c2cnn3-c2ccc(C)c(C)c2)CC1,6,-6,11,-3,3,-3,.,0,12
COc1ccc(NC(=O)C/C(C)=N/NC(=O)C(=O)NC2CCCCC2)c(OC)c1,15,0,2,1,4,10,0.2,-2,9
CC(=O)c1cccc(N2Cc3ccccc3C2=NC(=O)CCl)c1,23,0,5,-3,-1,16,-1.8,1,3
CCOC(=O)N1CCC(NC(=O)c2ccc(OC)c(CN3CC(=O)N4CCCC4C3=O)c2)CC1 (stereo not given),7,-1,-1,4,4,10,1.1,0,12
CCn1nc(C(=O)NNC(=O)COc2ccc(OC)cc2)c2ccccc2c1=O,5,2,4,-2,3,11,0.2,-3,-4
Cc1ccc(-c2nnc(NC(=O)Cc3ccc(F)cc3)o2)c(C)c1,-16,-3,-12,1,8,-8,1.0,0,9
O=C(CSc1nccc(=O)[nH]1)Nc1ccc(Oc2ccccc2)cc1,13,0,1,-1,12,13,5.2,-1,17
Cn1cc(C(=O)N/N=C/c2cccc(O)c2)ccc1=O,10,-2,4,-2,-13,-6,-0.6,-1,3
Cc1ccc(S(=O)(=O)c2ncccc2[N+](=O)[O-])cc1,27,-5,-17,4,2,36,-0.6,-7,58*
CSCCC(NC(=O)c1cccc(C)c1)C(=O)OCC(=O)Nc1c(C)nn(-c2ccccc2)c1C (stereo not given),16,-3,1,-2,-5,14,-1.0,-1,5
O=C(Nc1ccccc1C(=O)Nc1ccc2c(c1)OCO2)c1ccco1,13,0,13,-1,-11,33,-0.7,-1,-1
CCO/C(C)=C1\N=C(c2ccc(Cl)cc2)OC1=O,29,-2,2,0,-8,31,-0.9,0,-2
COC(=O)c1sc2cc(=O)n(-c3cccc(C(F)(F)F)c3)nc2c1O,9,0,5,-4,12,-15,-0.8,-2,11

# Marked active in tim10-1 inh, of those listed so far:
canonical_smiles	TIM10 inh	APJ antag	tim10-1 inh	MPTP inh	GRIN3A LBD mod	NLRP3 yeast inh
CCCCCCSC1=C(C#N)C(c2ccc(C)o2)CC(=O)N1 (stereo not given)	24	-10	41*	4.7	-2	20

# Next section.
SMILES,tim23-1 inh,beta cell repl,TIM10 inh,APJ ag,APJ antag,tim10-1 inh,MPTP inh,GRIN3A LBD mod,NLRP3 yeast inh
COc1ccc(CN(C)C2CCCCC2)cc1,-7,-1,5,-3,-5,-2,-3.5,0,13
CCC1=C(OC(=O)N(CC)CC)N2C(=O)OC(=NCCc3c[nH]c4ccccc34)[C@]2(C)[C@H]2C1=CC[C@H]1C(=O)N(C)C(=O)[C@H]12,-4,4,1,-5,18,2,0.1,0,19
C[C@@H]1O[C@@H](O[C@H]2[C@H](O[C@H]3C[C@]4(C)C(C[C@@H](O)C5C([C@]6(C)CC[C@@H](C(C)(C)O)O6)CC[C@]54C)[C@@]4(C)CC[C@H](O)C(C)(C)C34)O[C@H](CO)[C@@H](O)[C@@H]2O)[C@H](O)[C@H](O)[C@H]1O (stereo not given in full),24,-2,0,-1,15,3,-1.0,-2,-13
Cc1nnnn1/C(=C\c1ccccc1)C(=O)OCC(=O)Nc1cccc(S(=O)(=O)N(C)C)c1,28,-4,11,0,14,15,-1.3,-4,16
CC(=O)Nc1ccc(C(=O)OCC(=O)c2cccc([N+](=O)[O-])c2)cc1,11,2,-1,-3,11,-12,-0.2,0,0
O=C(NC1CCN(C(=S)Nc2ccccc2Cl)CC1)C1CCCCC1,10,7,-18,-1,14,7,1.1,-1,17
Cn1c(SCC(=O)Nc2ccc(N3CCOCC3)cc2)nnc1-c1ccccc1,-7,0,-11,-6,-7,-6,-1.0,-17,-9
CCn1cc(CCC(=O)NCCc2ccccc2)c2ccccc21,9,-4,9,0,17,15,-1.2,0,21
CC(C)(C)N1C(=O)[C@H]2[C@@H](c3ccc(Br)cc3)N3C(=O)N(c4cccc(Cl)c4)C(=O)[C@@]3(C)[C@H]2C1=O,19,-6,10,2,2,-1,-1.5,1,7
Cc1ccc2cc(CCNS(=O)(=O)c3ccc(F)cc3)c(=O)[nH]c2c1,5,3,1,0,-1,4,-0.7,2,3
CCCc1nnc(NC(=O)CCC(=O)NC2CCCCC2)s1,-6,-1,-2,-2,3,-4,2.3,2,4
Cc1ccc2c(cnn2C(=O)CCC(=O)N2CCCCC2C)c1 (stereo not given),10,-3,-6,-6,1,13,0.3,-2,32
Cc1ccc(S(=O)(=O)Nc2cccc(C(=O)NCC(c3ccco3)N3CCCC3)c2)cc1F (stereo not given),-10,1,-6,-1,0,-17,0.7,.,11
CCC(C)NC(=O)CN1C(=O)CSc2ccc(S(=O)(=O)N3CCCC3)cc21 (stereo not given),-11,0,9,-2,6,-16,-0.2,-2,-1
CCOc1ccc(S(=O)(=O)n2nc(C)cc2C)cc1,-4,-4,-9,0,1,-9,1.3,3,23
CCOCc1nnc(NC(=O)COC)s1,11,3,14,-1,17,7,2.1,1,0
C(=C\c1ccncc1)/c1ccccc1,26,-2,19,-6,3,23,0.1,2,-16
CCN(CC)c1nc(N2CCN(C)CC2)nc2ccccc12,-41,-5,-160,-1,-4,-70,1.3,0,12
O=C(CS(=O)(=O)c1ccc(F)cc1)Nc1nnc(-c2cccs2)o1,6,-1,1,-7,-5,7,-0.5,-1,-1
CSc1nc(N(C)C)nc(N(C#N)CCOC(C)=O)n1,6,0,-12,1,-9,-9,-27,-2,12
N#CC1CN(C(c2ccccc2)c2ccccc2)C1,-1,-2,1,-1,5,30,0.6,0,-22
CCOC(=O)C(=O)Nc1ccc(S(=O)(=O)N2CCOCC2)cc1OC,1,-2,1,-1,32,2,-0.7,-7,16
CCc1ccc(NC(=O)CSc2nnc(Cc3cccn3C)n2-c2ccc(OC)cc2)cc1,25,-3,10,-1,2,31,-1.8,0,-2
Cc1oc(-c2cccc(C(F)(F)F)c2)nc1CN1CCN(c2ccccn2)CC1,9,-4,2,-2,2,19,0.9,0,26
CCOC(=O)c1cc(CC)sc1NC(=O)c1cc(OCC)c(OCC)c(OCC)c1,-5,-5,12,-5,16,18,2.1,11*,4

# Reprinted at random: 2 compounds from above.
SMILES,tim23-1 inh,beta cell repl,TIM10 inh,APJ ag,APJ antag,tim10-1 inh,MPTP inh,GRIN3A LBD mod,NLRP3 yeast inh
CCOc1ccc(S(=O)(=O)n2nc(C)cc2C)cc1,-4,-4,-9,0,1,-9,1.3,3,23
Cc1ccc2c(cnn2C(=O)CCC(=O)N2CCCCC2C)c1 (stereo not given),10,-3,-6,-6,1,13,0.3,-2,32

# Additional results:
SMILES,tim23-1 inh,beta cell repl,TIM10 inh,APJ ag,APJ antag,tim10-1 inh,MPTP inh,GRIN3A LBD mod,NLRP3 yeast inh
CCSc1nc(C)nc2sc(C)c(C)c12,22,-1,-21,-3,-5,2,0.9,0,9
Oc1ccc(N=Cc2c(O)ccc3ccccc23)cc1,50,-4,12,3,-5,-7,1.3,-1,9
CCCCNC(=O)CCC(=O)Nc1ccc2nc(N3CCCCC3)cc(C)c2c1,20,2,-4,0,-34,5,2.9,1,11
COc1cccc(CN2C(=NC(=O)C3CC3)SC3CS(=O)(=O)CC32)c1 (stereo not given),1,2,6,2,-27,5,-0.8,1,5
CCN1C(=O)/C(=C2/C=Cc3ccccc3N2C)OC1=S,-13,0,-17,-5,11,10,-1.0,4,20
Cc1cccc(NC(=O)c2ccc(NCC3CCCO3)c([N+](=O)[O-])c2)c1 (stereo not given),9,-2,12,-4,19,12,-2.0,-5,25
O=C(O)CCN1C(=O)/C(=C/c2ccc(-c3nc4ccccc4s3)o2)SC1=S,22,-4,8,-5,-6,13,18,2,14
C[C@]12c3[nH]c4cc(-c5ccco5)ccc4c3CCN1C(=O)[C@@H](CC(=O)NCC13CC4CC(CC(C4)C1)C3)C[C@@H]2C(=O)N1CCCCC1,40,.,17,.,.,22,-1.6,0,.
COc1ccccc1NS(=O)(=O)/C=C/c1ccccc1,21,0,19,1,-25,12,0.3,-6,13
COC(=O)CCSc1cc([N+](=O)[O-])cc2c1c(C1OCCO1)nn2-c1ccccc1,35,0,26,3,0,11,0.3,1,11
CCN(CC)c1ccc(/C=N\NC(N)=O)cc1,-7,1,7,-3,12,-22,1.4,8,18
Cc1nc(C)c(C(=O)Nc2ccc(C)c(F)c2)o1,10,-2,-3,-2,-9,3,-0.6,-2,11
CC(C)(Oc1ccc(Cl)cc1)C(=O)NCc1n[nH]c(=O)c2ccccc12,18,0,-7,-3,25,7,-1.4,-1,7
CC1CN(c2cc(-c3ccccc3)c3ccccc3n2)CC(C)O1 (stereo not given),25,-3,23,1,11,22,44,4,15
CCCc1nc([N+](=O)[O-])c(S(=O)(=O)c2ccccc2)n1CC(C)C,32,-5,21,-6,8,50*,-1.4,1,-9
CN(C)/C=C1\C(=O)Nc2ccccc21,6,-1,1,2,10,-16,-0.5,0,7
COc1ccc(OCCOCC(O)CN2CCOCC2)cc1 (stereo not given),4,0,-19,-4,-23,0,-0.1,0,8
CC(=O)C1=C(C)N(Cc2ccccc2)C(=O)N[C@H]1CCc1ccccc1,22,-3,9,-5,2,17,-1.0,-2,7
CCC(CO)Oc1cc(NCc2ccccn2)c2ncn(C(C)C)c2c1 (stereo not given),-12,-2,-3,-2,15,-8,-2.6,0,12
COc1cc(OC)cc(-c2nc3nc(C)c(CCC(=O)NCc4ccco4)c(C)n3n2)c1,8,-3,6,-3,-7,10,5.1,2,16
O=C(O)c1cccc(Cl)n1,10,1,3,-2,-7,-12,0.8,0,13
Cc1ccc(C2CC(c3cccc(Cl)c3)n3nc(N)nc3N2)cc1 (stereo not given),20,-3,16,0,14,21,-0.6,1,4
Cc1cccc2c(C(=O)N3CCN(c4ccccn4)CC3)cc(-c3cccc(Br)c3)nc12,14,-7,11,-5,-23,15,2.1,-3,21
O=C(CC1C(=O)NCCN1Cc1ccc(Cl)c(F)c1)NC1CCC1 (stereo not given),11,0,0,2,-1,10,-2.2,-3,15
